# Source: PubChem (several laboratories)
# GPR55 beta-arrestin = selective activators of receptor GPR55 – imaging, U2OS cells, beta-arrestin-GFP redistribution, primary screen (AID 1961). U2OS GPR55 beta-arrestin-GFP redistribution imaging; higher % means a stronger effect. activation, % at 10 µM; hits with a dose series show EC50 in µM. actives 0.048% (n = 290,000);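 active = activation above 40% with more than 50 cells counted in the well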;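 note: U2OS osteosarcoma cells stably expressing GPR55 and beta-arrestin-GFP; plate controls were DMSO negative control for no effect and LPI positive control for full effect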
# NOD2 inhibition = inhibition of NOD2-driven NF-kB reporter – cell-based, luminescence, uHTS, HEK293 (AID 1566); HEK293 NOD2/NF-kB luciferase reporter, luminescence; higher % means a stronger effect; one-dose inhibition, % at 4 µM; EC50 in µM for titrated hits; actives 0.63% (n = 290,000); note: many of its hits are not listed in these tables
# Myeloid diff 2 = promotes myeloid progenitor differentiation. actives 1% (n = 360,000). calls only at 10 µM. ER-HoxA9 myeloid progenitors, lysozyme-GFP differentiation, flow cytometry;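 active = normalized GFP-positive differentiation at or above the plate's own cutoff, the solvent-only control mean plus 3 SD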;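 note: cells exposed to compound for four days before flow analysis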
# GPR55 LPI antagonism = inhibition of LPI-stimulated GPR55 beta-arrestin translocation – imaging, U2OS, beta-arrestin-GFP, LPI agonist, primary screen (AID 2013). actives 0.13% (n = 290,000). inhibition, % at 10 µM; hits with a dose series show IC50 in µM. U2OS GPR55 beta-arrestin-GFP translocation imaging, LPI antagonism; higher % means a stronger effect;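 active = spots per cell inhibited over 60%, with over 100 cells counted and total cytoplasm intensity under 500,000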;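 note: U2OS cells stably carrying GPR55 and arrestin-GFP stimulated by 5 µM LPI near EC80; imaged beta-arrestin-GFP aggregate spots per cell after agonist stimulation; plate controls were LPI-stimulated DMSO wells for no effect and DMSO wells without LPI for full effect; some results filed as inactive read as strong as hits; confirmed hits need IC50 under 10 µM and bright autofluorescent wells are also inconclusive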
# NOD1 NF-kB reporter = inhibition of NOD1-driven NF-kB reporter – cell-based, luminescence, uHTS, primary screen (AID 1578). NOD1-driven NF-kB luciferase reporter cells, luminescence; higher % means a stronger effect. inhibition, % at 4 µM, or EC50 in µM where a hit was titrated. actives 1% (n = 290,000); in the data active = inhibition mostly above about 36%, no sharp cut-off; inactive = mostly below about 34%;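 note: HEK-293T reporter cells stimulated with the NOD1 agonist gamma-tri-DAP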
# KOR beta-arrestin-1 = kappa opioid receptor blockers – cell-based, luminescence, uHTS (AID 1778); KOR beta-arrestin recruitment, luminescence, antagonist mode; higher % means a stronger effect; one-dose inhibition, % at 10 µM; IC50 in µM for titrated hits; actives 0.091% (n = 290,000); note: strong numbers were not always called active
# GPR35 antagonists = GPR35 antagonists blocking zaprinast-driven arrestin recruitment, primary screen, imaging, U2OS, beta-arrestin-GFP, zaprinast agonist (AID 2058). U2OS GPR35 beta-arrestin-GFP translocation imaging, zaprinast antagonism; higher % means a stronger effect. inhibition, % at 10 µM, or IC50 in µM where a hit was titrated. actives 0.052% (n = 290,000);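 active = inhibition of at least 50% with at least 30 cells and total cytoplasm GFP at most 10,000,000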
# KOR beta-arrestin-2 = kappa opioid receptor activators – cell-based, luminescence, uHTS, primary screen (AID 1777) | KOR beta-arrestin recruitment, luminescence; higher % means a stronger effect | one-dose activation, % at 10 µM; EC50 in µM for titrated hits | actives 0.02% (n = 280,000); in the data active = activation above about 50%, passing the limit was not always enough; note: a part of the inactive calls stands beside numbers as strong as those of hits
# HIV fusion peptide = cell-free HIV fusion peptide-binding blockers – biochemical, uHTS, fluorescence dequenching, primary screen (AID 1986); cell-free peptide binding, fluorescence dequenching, 30 min; higher % means a stronger effect; actives 0.3% (n = 290,000); inhibition, % at 20 µM; hits with a dose series show IC50 in µM; in the data active = inhibition mostly above about 52%, no sharp cut-off; inactive = mostly below about 76%; note: some results filed as inactive read as strong as hits
# Myeloid diff 2 GFP+ MAC1+ % = further read-out of Myeloid diff 2, marked with its call; GFP+ MAC1+ double positive, %; measured here: differentiation confirmed by MAC1 staining
# * hit, by the source's call; i = inactive; / = no result given; [ ] = remark or other dose. Cut-off read from the data, not from the text of the source, unless noted: active = inhibition above about 50%; inactive = the rest. An excerpt; the hit share may differ from the screen's.
SMILES	NOD1 NF-kB reporter	KOR beta-arrestin-1	Myeloid diff 2	NOD2 inhibition	HIV fusion peptide	GPR55 beta-arrestin	GPR55 LPI antagonism	Myeloid diff 2 GFP+ MAC1+ %	GPR35 antagonists	KOR beta-arrestin-2
O=C(Nc1c2c(nn1-c1ccc([N+](=O)[O-])cc1)CS(=O)(=O)C2)C1CC1	-12.6%	34.3%	i	19.7%	0.9%	-0.1%	-0.8%	5.9	-8.6%	-2.8%
Cc1oncc1-c1csc(-c2ccccc2)n1	-54.2%	4.1%	i	-25.7%	0.1%	-0.3%	-2.5%	0.2	6.7%	0.3%
CCOC(=O)CNC(=O)CSc1nc2cccnc2n1Cc1ccccc1	-26.6%	-7.7%	i	-5.6%	-2.8%	-0.2%	0.5%	0.4	7.0%	-6.2%
Clc1ccc(-c2csc(N/N=C\c3cccnc3)n2)cc1	-18.2%	-17.0%	i	-15.7%	0.4%	-0.1%	-7.8%	0.4	6.1%	1.5%
CC(=O)Nc1sc(N)nc1-c1ccccc1	-14.9%	-20.3%	i	2.3%	3.6%	-0.1%	-16.5%	0.9	12.0%	3.2%
COc1cc2nc(CSc3nc(-c4ccc(F)cc4)cs3)[nH]c(=O)c2cc1OC	-2.6%	-7.1%	i	13.8%	4.5%	0.0%	3.8%	0.9	0.6%	1.1%
Cc1ccc(/C=C2/SC(=O)NC2=S)o1	-8.5%	-21.7%	i	-3.7%	50.4%	0.1%	-2.5%	0.5	-12.0%	0.3%
CCNC(=S)N1CCN(c2ncccn2)CC1	-8.3%	27.9%	i	-13.6%	-0.9%	0.0%	4.5%	0.0	-8.3%	-0.8%
Cc1cccc(N2CC(C(=O)Nc3ccc(S(=O)(=O)Nc4nccs4)cc3)CC2=O)c1C (centres undefined)	-2.9%	20.5%	i	6.3%	1.9%	-0.2%	15.4%	0.4	-15.1%	-2.2%
CCOC(=O)c1c(-c2ccsc2)csc1N	3.5%	-38.5%	i	-8.2%	-1.6%	0.3%	-1.9%	1.4	6.2%	-6.1%
Cc1c(NC(=O)COC(=O)c2ccc[nH]c2=O)c(=O)n(-c2ccccc2)n1C	-21.5%	19.6%	i	18.7%	-0.6%	-0.2%	3.6%	1.7	2.9%	-3.7%
O=C(CN(C(=O)CCC(=O)Nc1nccs1)c1ccccc1F)NCc1ccc(F)cc1	1.8%	-10.8%	i	1.9%	0.9%	-0.3%	-5.9%	0.9	8.0%	-6.2%
Cc1nc2ccccn2c1-c1ccnc(SCc2ccc(Cl)cc2)n1	37.7%*	-54.4%	i	-10.3%	0.3%	-0.2%	-6.9%	0.2	-5.1%	4.9%
COCCN(C(=O)CSc1nnc(-c2cccc(F)c2)n1N)c1c(N)n(CC(C)C)c(=O)[nH]c1=O	-23.0%	-2.3%	i	-8.4%	0.6%	0.1%	15.6%	1.5	2.9%	6.4%
COc1ccc(C(=O)NC2CCCc3c2cnn3-c2ccccc2F)o1 (centres undefined)	/	15.9%	i	/	1.3%	-0.2%	-2.5%	3.0	-9.8%	7.9%
O=C(CSc1ccccc1)Nc1ccc2sccc2c1	-35.3%	-18.5%	i	-22.1%	-0.3%	0.6%	-6.1%	0.6	0.9%	-3.6%
COc1cccc(/C=C/C(=O)OCC(=O)NCC2CCCO2)c1OC (centres undefined)	1.7%	1.6%	i	18.1%	-1.3%	0.2%	-5.7%	0.3	-2.7%	2.8%
COc1ccc(C(=O)NCc2nnc(SCC(=O)N3CCCC3)o2)cc1OC	-21.9%	-18.2%	i	-5.7%	1.1%	-0.1%	6.9%	0.6	-10.7%	3.7%
COC(=O)C1C(=O)NCC1c1ccc(C)cc1 (centres undefined)	-14.8%	-5.8%	i	10.1%	-0.9%	-0.2%	2.5%	0.9	15.4%	-5.3%
CC(C)c1ccc(NC(=O)Cn2ncc3ccccc32)cc1	-3.4%	0.8%	i	-29.5%	1.0%	0.0%	7.1%	0.3	-1.0%	-1.9%
CCN(Cc1cnn(C)c1)C(=O)c1cc(COc2ccc3c(c2)CCCC3)on1	-21.8%	-12.4%	i	3.7%	2.0%	0.3%	7.5%	2.1	-1.5%	2.8%
C=CC[C@@H]1Cc2c(Br)ccc(Br)c2[C@@H](CC=C)N1	-12.8%	-25.3%	i	0.8%	1.2%	-0.1%	25.1%	0.3	45.5%	2.1%
O=C(Nn1cnnc1)c1cc([N+](=O)[O-])cc([N+](=O)[O-])c1	-13.8%	-3.5%	i	11.7%	1.9%	-0.2%	9.2%	2.4	-8.8%	-7.2%
CC(=O)Nc1ccc(OCC(O)Cn2c(C)nc3ccccc32)cc1 (centres undefined)	15.7%	-42.4%	i	-4.6%	-1.5%	-0.1%	-5.5%	0.8	3.9%	0.3%
O=S(=O)(c1ccc(NC(=S)N/N=C/c2ccc(Oc3ccccc3)cc2)cc1)N1CCOCC1	-20.5%	-114.0%[20 µM]	i	15.7%	-0.9%	-0.1%	3.3%	0.2	-10.1%	6.9%

# An excerpt of these results, with values under each structure:
# Screens in order – NOD1 NF-kB reporter | KOR beta-arrestin-1 | Myeloid diff 2 | NOD2 inhibition | HIV fusion peptide | GPR55 beta-arrestin | GPR55 LPI antagonism | Myeloid diff 2 GFP+ MAC1+ % | GPR35 antagonists | KOR beta-arrestin-2
- CC(=O)Nc1ccc(OCC(O)Cn2c(C)nc3ccccc32)cc1 (centres undefined)
 : 15.7% | -42.4% | i | -4.6% | -1.5% | -0.1% | -5.5% | 0.8 | 3.9% | 0.3%
- COCCN(C(=O)CSc1nnc(-c2cccc(F)c2)n1N)c1c(N)n(CC(C)C)c(=O)[nH]c1=O
 : -23.0% | -2.3% | i | -8.4% | 0.6% | 0.1% | 15.6% | 1.5 | 2.9% | 6.4%
- COc1cc2nc(CSc3nc(-c4ccc(F)cc4)cs3)[nH]c(=O)c2cc1OC
 : -2.6% | -7.1% | i | 13.8% | 4.5% | 0.0% | 3.8% | 0.9 | 0.6% | 1.1%

# (further entries)
SMILES	NOD1 NF-kB reporter	KOR beta-arrestin-1	Myeloid diff 2	NOD2 inhibition	HIV fusion peptide	GPR55 beta-arrestin	GPR55 LPI antagonism	Myeloid diff 2 GFP+ MAC1+ %	GPR35 antagonists	KOR beta-arrestin-2
COc1ccc(-n2c(SCC(=O)NCc3cccs3)nc3[nH]ncc3c2=O)cc1	-38.8%	-15.7%	i	-2.3%	3.4%	1.0%	13.6%	0.4	0.0%	-3.6%
Cc1ccccc1-n1c(SCC(=O)NCc2cccs2)nc2ccccc2c1=O	-3.6%	-10.8%	i	9.1%	0.4%	-0.1%	2.3%	0.7	31.3%	1.9%
O=C(NCc1ccccn1)c1cc(S(=O)(=O)N2CCCCCC2)ccc1Cl	-13.2%	-28.4%	i	1.4%	2.7%	-0.2%	4.0%	0.1	9.3%	-0.3%
O=C(NCc1cccs1)NC1CCCCC1	3.9%	18.3%	i	-1.9%	2.6%	-0.2%	17.3%	0.0	-0.4%	-9.3%
O=C(c1ccoc1)N1CCC2(CC1)Oc1ccc(Cl)cc1C(=O)C21CC(c2ccc(Cl)cc2)=NO1 (centres undefined)	-7.8%	14.7%	i	-2.6%	3.1%	-0.2%	10.2%	3.1	-7.8%	10.9%
CC(C)(C#CCN1CCCC1)OCCC#N	-4.9%	2.9%	i	-1.3%	-0.9%	-0.2%	11.6%	1.2	19.6%	-6.7%
O=C(CCc1nc2ccccc2c(=O)[nH]1)OCc1cccc(C(F)(F)F)c1	-19.7%	/	i	14.3%	4.8%	0.1%	-15.6%	0.5	5.8%	0.5%
CN(C)S(=O)(=O)Nc1cc(F)cc(F)c1	12.0%	-64.0%[20 µM]	i	-10.8%	-0.3%	0.3%	3.7%	0.6	-1.5%	-0.7%
CCOC(=O)c1cnc(SC)nc1Oc1cccc(NC(=O)c2ccc(C)cc2)c1	8.3%	7.0%	i	-19.4%	-2.2%	-0.2%	11.1%	0.7	13.2%	-1.3%
CCC(C)N(C(=O)c1csnn1)C(C(=O)NC(C)(C)C)c1ccccc1 (centres undefined)	8.2%	-33.6%	i	-11.0%	0.2%	0.0%	-6.8%	1.4	8.6%	3.7%
COc1ccc(F)cc1S(=O)(=O)N1CCN(C(=O)c2ccco2)CC1	-9.5%	-45.2%[20 µM]	i	10.6%	-0.3%	0.2%	7.0%	0.3	0.6%	0.1%
Cc1ccc(C)c(NC(=O)C2CC(Cl)=CCC2C(=O)O)c1 (centres undefined)	/	17.3%	i	0.9%	1.8%	-0.1%	0.4%	6.9	17.3%	1.9%
Cc1cc(-n2c(C)c3c(C)nnc(C)c3c2C)ccc1N	-10.6%	-6.3%	/	2.0%	-4.4%	0.3%	8.6%	/	6.4%	-4.4%
COc1cccc(-c2nc(CCl)cs2)c1	-7.9%	0.2%	i	12.6%	0.0%	-1.1%	3.5%	1.2	0.5%	-0.3%
CCc1cccc(C)c1NC(=O)CN(C)Cc1cccc(F)c1	-40.9%	-5.5%	i	-25.7%	-0.5%	-0.2%	-14.7%	0.6	0.5%	-1.7%
CC(OC(=O)c1ccccc1NS(=O)(=O)c1cccc(N)c1)C(=O)N(C)Cc1ccccc1 (centres undefined)	9.7%	-23.4%	i	-9.6%	-1.4%	0.3%	-3.9%	2.2	0.4%	12.0%
CCn1c(CN2CCN(c3cccc(C)c3C)CC2)n[nH]c1=S	-7.7%	12.3%	i	21.2%	-2.3%	0.0%	8.3%	1.1	7.3%	5.2%
CCOC(=O)c1cccc(NC(=O)CSc2nnc(COc3ccccc3)n2CC)c1	-22.0%	10.7%	i	4.4%	0.5%	-0.1%	3.8%	2.3	-0.6%	-1.1%
O=Cc1ccc(OCc2nnc(-c3ccccc3Br)o2)cc1	-50.0%	-9.0%	i	0.2%	0.4%	/	-1.0%	0.4	21.4%	-1.3%
CCOc1ccccc1NC(=O)NC1CCCc2ccccc21 (centres undefined)	2.3%	19.8%	i	10.6%	0.5%	-0.2%	9.9%	3.7	-4.4%	-1.8%
Cc1ncc(CO)c(/C=N/NC(=O)c2cc(Br)ccc2O)c1O	-4.4%	-45.7%	i	-2.6%	37.2%	0.8%	3.8%	0.3	-23.4%	0.8%
O=c1cnnc(N/N=C/c2c[nH]c3ccccc23)[nH]1	-3.4%	-0.9%	i	6.0%	-2.0%	-0.2%	16.1%	0.2	3.7%	2.9%
CC1Cc2cc(/C(O)=C3/C(=O)C(=O)N(CCN4CCOCC4)C3c3ccc(N(C)C)cc3)ccc2O1 (centres undefined)	-1.6%	-36.2%	i	4.0%	1.6%	-0.1%	-6.6%	1.2	-10.2%	-1.8%
Cc1cccc(OCC(=O)N(Cc2ccc(N(C)C)cc2)C2CCS(=O)(=O)C2)c1 (centres undefined)	-9.2%	-4.7%	i	4.1%	-1.8%	0.0%	-8.5%	0.8	3.6%	4.7%
COCCn1c(SCC(=O)Nc2cccc(S(N)(=O)=O)c2)nc2cc(Cl)ccc2c1=O	-20.9%	6.0%	i	12.4%	-0.1%	0.5%	1.3%	0.1	-0.1%	6.9%
